# USP1 inh – Inhibitors of USP1/UAF1: Primary Screen | Ubiquitin carboxyl-terminal hydrolase 1 (Homo sapiens), O94782 | recombinant USP1/UAF1, Ub-Rhodamine cleavage fluorescence | Potency, µM (series often up to 57.1 µM), inactives show top-dose activity change, negative = inhibition, hits mostly inhibitors | 390,000 tested, 0.23% active; also: potency is read from the fitted curve at half-maximal effect; % is scaled to controls: 0 for no effect and ±100 for the full control effect; nearly all actives have a fitted effect of over 60% in size; inactives centre near -12
#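 USP1/UAF1 complex at 1 nM was preincubated with compound for 15 min at room temperature, then Ub-Rho substrate (150nM final) was added. Fluorescence (480/540 nm) was read kinetically, 6 reads every 60 seconds.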
# Vif-APOBEC3F blk – qHTS for Inhibitors of Vif-A3F Interactions: qHTS | HeLa A3F-eYFP + Vif (tagged APOBEC3F with the HIV-1 protein that degrades it), YFP fluorescence increase | Potency, µM (series often up to 46.1 µM), for the others: top-dose activity, negative = active | 390,000 tested, 0.2% active | AID 602313, 2012; also: potency is read from the fitted curve at half-maximal effect; % of control where 0% means no effect; nearly all actives have a fitted effect of over 65% in size
#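 Fluorescence increase (Ex 488/Em 500-530) after overnight compound treatment at 37 deg C flags inhibition of Vif-driven A3F-eYFP loss in stable HeLa A3F-eYFP/Vif cells seeded overnight beforehand.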
# TrxR1 substrate – qHTS Assay for Substrates of Mammalian Selenoprotein Thioredoxin Reductase 1 (TrxR1): qHTS; Thioredoxin reductase 1, cytoplasmic (Rattus norvegicus), O89049; purified TrxR1 substrate turnover, NADPH consumption readout; Potency, µM (series often up to 114 µM), for inactives: top-dose activity change, negative = substrate turnover; 390,000 tested, 0.01% active; AID 588456, 2011; also: potency is read from the fitted curve at half-maximal effect; % is scaled to controls: 0 for no effect and ±100 for the full control effect; nearly all actives have a fitted effect of over 50% in size
#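 Rat TrxR1, dispensed at 90 nM, was prereduced with 400 uM NADPH (final) for 5 min at ~22 deg C, then incubated with compound 15 min before 400 uM selenite. A first-read NADPH fluorescence drop versus no-compound background flagged substrates.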
# IDH1 R132H inh – qHTS for Inhibitors of mutant isocitrate dehydrogenase 1 (IDH1): qHTS; IDH1-R132H enzyme, NADPH consumption, diaphorase/resazurin fluorescence; 390,000 tested, 0.093% active; Isocitrate dehydrogenase [NADP] cytoplasmic (Homo sapiens), O75874; Potency, µM (top dose mostly 76.6 µM), for inactives: at the highest dose activity change, negative = inhibition, usual class: inhibitors; also: potency is read from the fitted curve at half-maximal effect; % is scaled to controls: 0 for no effect and ±100 for the full control effect; nearly all actives have a fitted effect of over 65% in size
# Target sequence (O75874 whole entry R132H, stated change not applied): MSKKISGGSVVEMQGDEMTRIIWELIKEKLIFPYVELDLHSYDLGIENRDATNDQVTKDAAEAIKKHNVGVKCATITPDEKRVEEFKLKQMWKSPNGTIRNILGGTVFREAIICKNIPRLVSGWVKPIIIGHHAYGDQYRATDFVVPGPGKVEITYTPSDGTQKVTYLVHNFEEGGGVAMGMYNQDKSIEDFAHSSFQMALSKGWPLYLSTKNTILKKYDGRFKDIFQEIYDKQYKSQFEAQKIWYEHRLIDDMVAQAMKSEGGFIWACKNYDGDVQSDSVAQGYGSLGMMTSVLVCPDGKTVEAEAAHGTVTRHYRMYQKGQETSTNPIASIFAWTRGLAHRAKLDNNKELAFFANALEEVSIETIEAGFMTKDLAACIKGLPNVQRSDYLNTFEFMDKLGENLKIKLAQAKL
#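 IDH1-R132H (0.5 ug/mL) preincubated 30 min with compound, then NADPH (0.016 mM) and alpha-KG (2 mM) added; 80 min at RT, pH 7.5. Remaining NADPH coupled via diaphorase/resazurin to fluorescence (540/590 nm); concentration-response curves normalized to no-enzyme control.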
# Vif-APOBEC3G blk – qHTS for Inhibitors of Vif-A3G Interactions: qHTS; AID 602310, 2012; 410,000 tested, 0.076% active; HeLa A3G-eYFP + Vif (tagged APOBEC3G with the HIV-1 protein that degrades it), YFP fluorescence, overnight; Potency, µM (doses to about 46.1 µM), inactives show top-dose activity, negative = active, usual class: inhibitors;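 also: potency is read from the fitted curve at half-maximal effect; % is scaled to controls: 0 for no effect and ±100 for the full control effect; nearly all actives have a fitted effect of over 60% in size; hits raise eYFP signal because A3G escapes Vif-driven loss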
# Target sequence (Q9HC16 whole entry, looked up): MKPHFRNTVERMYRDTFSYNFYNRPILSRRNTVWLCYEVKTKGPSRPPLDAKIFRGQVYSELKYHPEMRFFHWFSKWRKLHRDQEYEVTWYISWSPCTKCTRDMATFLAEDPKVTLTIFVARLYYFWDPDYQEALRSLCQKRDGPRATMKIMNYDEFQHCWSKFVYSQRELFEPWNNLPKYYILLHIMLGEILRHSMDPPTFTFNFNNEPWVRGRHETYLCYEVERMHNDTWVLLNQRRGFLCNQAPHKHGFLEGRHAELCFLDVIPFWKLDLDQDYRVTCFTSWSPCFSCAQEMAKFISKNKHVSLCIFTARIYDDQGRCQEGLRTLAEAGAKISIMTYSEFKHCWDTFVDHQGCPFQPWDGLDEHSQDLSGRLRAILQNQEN
#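 Read-out is eYFP fluorescence (Ex 488/Em 500-530) from Vif-expressing HeLa A3G-eYFP cells; more signal means A3G escaped Vif-mediated degradation. Cells plated overnight, compound pinned in, incubated overnight at 37 deg C.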
# RXFP1 agonist – qHTS Assay for Agonists of the Relaxin Receptor RXFP1; Relaxin receptor 1 (Homo sapiens), Q9HBX9; HEK293T-RXFP1 cAMP TR-FRET, 30 min; response scale: percent of porcine relaxin response, buffer zero; Potency, µM (highest dose often 57.5 µM), for the others: at the highest dose activation, usual class: activators; 370,000 tested, 0.3% active; AID 2676, 2010; also: potency is read from the fitted curve at half-maximal effect; % is scaled to controls: 0 for no effect and ±100 for the full control effect; nearly all actives have a fitted effect of over 60% in size; many of its hits are not listed in these tables
#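 Agonist response is measured as cAMP accumulation in an RXFP1-transfected HEK293T line under PDE4 inhibition. Values are scaled between buffer-only and 29 nM porcine relaxin, and EC50s come from standard Hill equation fits.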
# GRP78 ERSR act – qHTS for Inducers of the Endoplasmic Reticulum Stress Response (ERSR) in Human Glioma: qHTS; U87-MG GRP78 promoter luciferase reporter, 16 h; 420,000 tested, 0.02% active; Potency, µM, for the others: at the highest dose activation, most hits filed as activators; also: potency is read from the fitted curve at half-maximal effect; series mostly up to about 76 µM; % of control where 0% means no effect; nearly all actives have a fitted effect of over 35% in size
#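 Stably transfected U87-MG glioma cells carrying a GRP78-based luciferase sensor; 16 h compound incubation. Luminescence end-point read 10 min after Bright-Glo addition at room temperature.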
# PI4K2A block – qHTS for small molecular inhibitors of PI4K2A | purified PI4K2A, ADP-Glo luminescence, 1 h; hits give low values | activity change, negative = inhibition, % at 76.9 µM | 420,000 tested, 0.13% active; in the data active = activity change below about -50%; inconclusive = mostly about -30% to -49%;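 also: -100% = wells without enzyme as full effect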
#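 In this quantitative HTS, ADP production by PI4K2A was quantified luminescently after 1 h at ambient temperature; 100 microM adenosine served as plate-quality control.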
# LDHA block – qHTS assay for inhibitors of human lactate dehydrogenase. L-lactate dehydrogenase A chain (Homo sapiens), P00338. purified LDHA, NADH/diaphorase-resazurin fluorescence; hits give low values. activity change, % (values are at about 110 or 230 µM). 480,000 tested, 0.15% active; in the data active = activity change below about -30%; inconclusive = mostly about -25% to -30%;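 also: plate controls were DMSO wells for no effect and wells without enzyme for full effect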
#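 Human LDH5 at 2 nM final in Tris HCl pH 7.4 with 0.06 mM NADH and 0.2 mM pyruvate, reacted 5 minutes at room temperature. Remaining NADH coupled via diaphorase/resazurin; resorufin fluorescence read at 0 and 20 minutes, normalized to enzyme-free and DMSO wells.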
# Active calls of the source: *; ? = inconclusive; · = no result given; & = joins results of further samples; [ ] = dose if it differs, or a comment. Unless noted, calls follow the shape of the dose curve; as a rule, active = well fitted curve in the direction sought with a large enough effect; inconclusive = small, poorly fitted or top-dose-only effect, or another doubt; inactive = no such curve, though single readings can be large; an effect the other way counts as inactive or inconclusive. Not all compounds are listed. The share of hits here may be higher or lower than overall.
mol	USP1 inh	Vif-APOBEC3F blk	TrxR1 substrate	IDH1 R132H inh	Vif-APOBEC3G blk	RXFP1 agonist	GRP78 ERSR act	PI4K2A block	LDHA block
O=c1c2sc3ccccc3c2n(Cc2cccc(C(F)(F)F)c2)c(=O)n1-c1ccccc1	-24.0%	-4.7%	24.5%	-2.1%	-1.9%	4.5%	-1.8%	-2.4	-16.6
C/C=C/c1ccc(OCC(O)CN2CCCCC2CC)c(OC)c1 (stereo not drawn)	-4.2%	2.5%	1.2%[57.1 µM]	19.7%	0.0%	-2.4%	-0.8%	3.3	-12.5
Cc1ccc(C)c2sc(NC(=O)c3ccc(S(=O)(=O)N4CCCC4)cc3)nc12	-23.4%	-3.6%	3.1%[57.1 µM]	-3.4%	-3.3%	5.0%	-2.8%	3.7	-3.8
OC(CN1C=CCc2ccccc21)c1ccc(Cl)cc1Cl (stereo not drawn)	·	·	-3.2%[0.0914 µM]	·	-2.0%	·	0.4%	·	0.5
Fc1ccc(N2CCN(c3ncnc4c3nc3n4CCCC3)CC2)cc1	-18.8%	-3.8%	-8.0%	13.2%	2.8%	3.8%	-1.1%	-4.2	3.3
Cn1nnnc1Sc1ncnc2scc(-c3cc4ccccc4o3)c12	·	5.6%	12.4%	·	?	6.8%	-11.8%	29.5	-0.9&-1.4
CC(C)CC(=O)Nc1nnc(SCC(=O)Nc2ccc3c(c2)OCO3)s1	-20.4%	0.2%	9.2%	5.4%	-0.3%	0.5%	0.2%	-0.7	-3.5
Fc1ccc(Cn2nnnc2CN2CCN(C3CCCCC3)CC2)cc1	-17.9%	-8.0%	6.5%	4.5%	0.2%	-0.1%	-1.9%	5.0	1.9
O=C(NCc1ccncc1)c1ccc(-c2ccc(F)c(F)c2)c2ccoc12	·	·	·	·	-3.6%	·	-5.8%	-8.1	-6.0
CS(=O)(=O)Nc1ccccc1C(=O)O	-18.0%	-15.0%	47.9%[activator]	-1.4%	-3.6%	2.4%	-0.7%	-0.4	-17.8
Cc1ccc(NS(=O)(=O)c2ccc(-c3cnc(C4CC4)o3)cc2)cc1	-10.3%	-5.6%	-6.7%	-5.4%	-20.9%	2.9%	0.7%	4.1	-5.5
Nc1cc(Cl)cc2c1-c1ccc(Cl)cc1C2O (stereo not drawn)	?	8.1%	-1.4%	1.2%	-3.4%	·	4.1%	2.7	-1.9
O=C(CN1C(=O)C2C3CC(C(Br)C3Br)C2C1=O)OCC(=O)c1cccc([N+](=O)[O-])c1 (stereo not drawn)	-19.5%	1.5%	5.7%[57.1 µM]	2.2%	-1.1%	2.1%	7.1%	2.6	-6.3
CN(Cc1ccc(F)cc1)C(=O)c1cc(COc2ccc(-n3cncn3)cc2)on1	-11.0%	4.7%	-16.2%	2.5%	1.9%	-3.7%	-6.4%	-2.4	-5.7
COc1ccc(-c2cc3nc(C)c(CCC(=O)N4CCN(c5ccccc5F)CC4)c(C)n3n2)c(OC)c1	?	1.8%	54.5%[activator]	-2.4%	0.0%	2.8%	-3.0%	4.5	-5.8
COc1ccc(-c2noc(N3CCC(C(=O)NCCCN4CCCC(C)C4)CC3)n2)cc1 (stereo not drawn)	-19.7%	-6.8%	9.9%[57.1 µM]	-5.0%	9.0%	5.7%	2.3%	0.3	-7.4
O=C(CNC(=O)c1ccccc1F)OCc1cc(=O)n2ccsc2n1	-7.9%	-2.3%	6.1%[57.1 µM]	13.0%	4.9%	16.9%	1.4%	-7.5	2.5
Cc1ccc2nc(NC(=O)C3CCCN3C(=O)OC(C)(C)C)sc2c1 (stereo not drawn)	-21.8%	?	-0.7%[57.1 µM]	4.8%	-4.4%	0.7%	-0.1%	4.0	-4.3
O=C(NC1CCCCC1)C(c1ccc(F)cc1)N(C(=O)c1csnn1)C1CCCC1 (stereo not drawn)	-21.1%	6.3%	8.9%[57.1 µM]	-0.8%	1.5%	-0.7%	10.1%	2.1	-3.9
COc1ccc2c(-c3ccccc3)cc(SCC(=O)NC3CCS(=O)(=O)C3)nc2c1 (stereo not drawn)	-4.7%	0.6%	7.6%	-8.2%	-11.8%	19.4%	-5.8%	-1.1	-1.7

# Other results.
mol	USP1 inh	Vif-APOBEC3F blk	TrxR1 substrate	IDH1 R132H inh	Vif-APOBEC3G blk	RXFP1 agonist	GRP78 ERSR act	PI4K2A block	LDHA block
COc1ccc(-c2csc(N(CCCN(C)C)C(=O)c3ccccc3F)n2)cc1	-23.0%	-5.8%	4.4%	-0.6%	3.0%	1.2%	-6.0%	1.7	-0.4
O=C(NC(=S)NCC1CCCO1)c1ccccc1 (stereo not drawn)	-13.0%	-13.4%	-3.0%	5.0%	0.3%	-4.3%	-0.1%	-4.0	-1.6
Brc1ccc(-c2csc(NNC3=NCCCCC3)n2)cc1	-16.2%	-0.9%	-5.5%	26.1µM*	2.4%	-0.5%	6.7%	1.0	-6.8
CCOC(=O)C1CN(S(=O)(=O)c2ccccc2)CCN1S(=O)(=O)c1ccccc1 (stereo not drawn)	-10.3%	1.1%	9.0%	2.5%	1.7%	2.1%	-6.1%	0.1	-4.5
CCOC(=O)c1c(C)[nH]c(C)c1S(=O)(=O)NCC(=O)Nc1cc(Cl)ccc1OC	-11.7%	3.4%	-2.5%[57.1 µM]	4.0%	-2.1%	5.3%	-2.8%	-0.5	-3.6
CCCCNc1cc(=O)n(C)c(=O)[nH]1	-4.4%	0.4%	1.2%[57.1 µM]	6.3%	-0.9%	0.3%	-4.9%	4.4	1.1
COc1ccccc1C1CC(=O)Oc2c(C(C)C)ccc(C)c21 (stereo not drawn)	-17.5%	1.7%	-5.8%	10.2%	1.4%	·	-3.1%&-1.4%	-1.3	2.0
COc1ccc(S(=O)(=O)N[C@@H](C)C(=O)OCC(=O)Nc2cc3oc4ccccc4c3cc2OC)cc1	-17.0%	4.8%	3.6%	8.2%	-2.6%	1.7%	1.7%	-5.9	1.2
CC1=NOC2(C1)/C(=N/O)CCC/C2=N\O (stereo not drawn)	-12.0%	0.2%	-2.7%	1.2%	-0.4%	-0.4%	5.2%	-0.7	-0.6
CCCN1CCC(N2CCN(c3cccc(C(F)(F)F)c3)CC2)CC1	-0.8%	0.6%	7.2%	10.5%	0.8%	3.8%	-1.8%	4.1	2.1
Cc1cc(C(=O)N(C)CC2CCCN(CCc3ccc(F)cc3)C2)c(C)o1 (stereo not drawn)	-0.6%	1.2%	3.9%	5.7%	-1.2%	4.9%	0.0%	3.2	-2.8
CC1=CC(=C(C#N)C#N)C=C(C)N1Cc1ccc(Cl)cc1	0.0%	8.8%	-19.3%[11.4 µM]	10.9%	-0.3%	12.9%	-4.6%	-0.9	-3.0
O=C(NCCOc1ccccc1Cl)C(=O)NCCOc1ccccc1Cl	-17.7%	-6.5%	-1.6%	-1.8%	0.6%	0.1%	-4.0%	-2.8	-2.7
Cc1cc(=O)oc(C)c1C(=O)N1CCCc2ccccc21	5.9%	-3.7%	-5.8%	-1.7%	4.2%	0.7%	1.9%	1.4	-4.9
COc1cc2c3c(c1)C1(C(=O)N3C(C)(C)C=C2C)C(C#N)=C(N)Oc2cc(O)ccc21 (stereo not drawn)	-12.5%	-12.3%	-14.7%	29.3µM*	-21.7%	0.6%	-2.2%	4.5	3.5
O=C1OC(Nc2ccc(Br)cn2)c2ccccc21 (stereo not drawn)	-8.1%	4.8%	-3.2%	-2.6%	-0.7%	0.6%	-1.7%	9.3	-6.3
COc1ccccc1Cn1c(/C=C/c2ccccc2)nc2ccccc21	-12.8%	-19.8%	94.4%[activator]	7.3%	1.6%	1.1%	6.9%	1.3	-6.1
COc1ccccc1CNS(=O)(=O)c1ccc(F)c(C(=O)Nc2cc(Cl)ccc2OC)c1	-18.4%	-0.4%	-0.5%[57.1 µM]	9.7%	4.8%	4.1%	-0.2%	2.3	8.8
CC1=C(C)CS(=O)N(c2ccc(S(N)(=O)=O)cc2)C1 (stereo not drawn)	-9.9%	9.7%	-3.9%	-7.4%	2.8%	1.6%	-16.1%	-51.6*	0.8
COc1ccccc1NC(=O)Nc1ccnn1C1CCCCC1	-9.7%	-0.2%	11.5%[57.1 µM]	1.2%	4.6%	-0.1%	-4.9%	1.2	0.3

# Bioassay records deposited in PubChem BioAssay by National Center for Advancing Translational Sciences (NCATS).
